NLRP3 yeast inh: blocks the NALP3 inflammasome reconstituted in yeast. Yeast reconstituted NLRP3/ASC/caspase-1, beta-gal luminescence, 24 h. inhibition, % at 10 µM. 330,000 tested, 0.39% active;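 active = inhibition of 50% or more; inactive = inhibition below 50%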;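 note: plate controls were induced DMSO wells for no effect and uninduced yeast grown without galactose for full effect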
GRIN3A LBD mod: modulators (binders) of human NR3A ligand-binding domain; AID 1259313; NR3A LBD differential scanning fluorimetry, Tm shift; 0% = protein alone, 100% = glycine-bound protein; Tm shift relative to glycine control, % at 25 µM; 340,000 tested, 2.5% active;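 active = melting temperature shift of at least 10% of the positive control shift, at one fixed dose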
TIM10 inh: TIM10 yeast growth inhibition | 330,000 tested, 1.4% active | AID 463195 | S. cerevisiae TIM10 strain growth, BacTiter-Glo luminescence, 24 h | inhibition, % at 10 µM;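 active = inhibition of 40% or more at the single tested concentration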;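 note: wild-type TIM10 isogenic control strain grown at permissive 25 °C; 0% = DMSO yeast wells and 100% = minimal medium wells without yeast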
tim10-1 inh: tim10-1 yeast growth inhibition | S. cerevisiae tim10-1 ts strain growth, BacTiter-Glo, 24 h | inhibition, % at 20 µM | 330,000 tested, 2.2% active | AID 463190;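 active = inhibition of at least 40%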;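 note: mutant grown at 25 °C; 0% = DMSO wells with yeast and 100% = wells holding no yeast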
beta cell repl: induces beta-cell replication in MIN6 cells; proliferation, % at 10 µM; MIN6 cells proliferation, ATPlite luminescence, 48 h; cells starved in 0.2% serum; 100% = growth in 10% serum; AID 2380; 330,000 tested, 0.29% active;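 active = compounds whose signal lies at least 3.5 SD above the mean of all wells on their plate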;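 note: 0% = DMSO-treated cells in low-serum medium and 100% = 10% serum control; some compounds called inactive have numbers as strong as hits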
tim23-1 inh: inhibits growth of tim23-1 mutant yeast | S. cerevisiae tim23-1 growth, BacTiter-Glo luminescence, 24 h | inhibition, % at 20 µM | 330,000 tested, 1.3% active;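 active = growth inhibition of the mutant yeast at or above 50%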;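 note: temperature-sensitive mutant grown at 25 °C; plate controls were DMSO-treated mutant yeast for no effect and medium wells lacking yeast for full effect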
APJ agonist: agonists of human APJ apelin receptor. P35414. CHO-K1 APJ PathHunter beta-arrestin, luminescence; 0% DMSO wells, 100% apelin. activation, % at 20 µM. 330,000 tested, 0.11% active. AID 2520;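 active = activation more than six SD over the plate average, tested at 20 µM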;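 note: 0% = DMSO alone and 100% = apelin-13 at 10 nM; some results filed as inactive read as strong as hits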
Target sequence (P35414 whole entry, looked up): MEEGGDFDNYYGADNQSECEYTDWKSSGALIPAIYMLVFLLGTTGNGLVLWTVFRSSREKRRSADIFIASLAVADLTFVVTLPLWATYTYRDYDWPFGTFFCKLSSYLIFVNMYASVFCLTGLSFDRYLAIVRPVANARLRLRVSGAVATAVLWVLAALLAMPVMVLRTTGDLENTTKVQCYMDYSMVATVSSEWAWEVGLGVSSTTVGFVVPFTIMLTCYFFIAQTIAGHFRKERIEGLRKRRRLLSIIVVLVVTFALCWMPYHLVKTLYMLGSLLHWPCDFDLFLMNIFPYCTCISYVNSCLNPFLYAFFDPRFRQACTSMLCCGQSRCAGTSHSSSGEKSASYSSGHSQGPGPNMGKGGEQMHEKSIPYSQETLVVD
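system = engineered CHO-K1 APJ arrestin reporter cells | input = 1000 cells per well | timing = overnight seeding, 90 min compound at 25 °C, 1 h detection | measured by = enzyme-fragment complementation luminescence | read-out = beta-arrestin recruitment to APJ as agonist activity, luminescent signal | control set = negative DMSO alone, positive Apelin-13 at 10 nM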
APJ antag: blocks the human apelin receptor APJ; CHO-K1 APJ beta-arrestin complementation, luminescence; inhibition, % at 20 µM; 330,000 tested, 0.32% active; AID 2521;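 active = inhibition above about 40% at 20 µM, limit read from the data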;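 note: cells challenged with 10 nM apelin-13 agonist together with compound; plate controls were apelin-13 plus DMSO wells for no effect and DMSO wells lacking apelin-13 for full effect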
MPTP block: permeability transition pore inhibition | AID 602449 | inhibition, % at 10 µM | isolated mouse mitochondria, Ca2+ swelling absorbance, 30 min | 360,000 tested, 1.4% active;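 active = inhibition of 50% or more, scaled per plate between neutral and stimulator controls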;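 note: 0% = DMSO wells given calcium and 100% = 1 mM EGTA wells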
Numbers without * were called inactive; / = no result given. Outcome played no part in choosing rows. About 7.2% of those tested had a hit in this group.

SMILES	NLRP3 yeast inh	GRIN3A LBD mod	TIM10 inh	tim10-1 inh	beta cell repl	tim23-1 inh	APJ agonist	APJ antag	MPTP block
CCOC(=O)c1c(NC(=O)CN2C(=O)NC(C)(c3ccc(OC(F)F)cc3)C2=O)sc(C)c1C (centres undefined)	21	3	18	43*	0	22	1	-15	-0.5
O=C(Nc1ccc(Oc2cccnc2)cc1)C1CCN(Cc2cccc(Cl)c2)CC1	25	-1	-22	21	-5	-20	1	-14	-0.3
O=C(Cc1c(F)cccc1Cl)N1CCN(S(=O)(=O)c2cccc(F)c2)CC1	15	2	0	11	-2	28	-7	22	-1.0
N#CC1=C(N)Oc2n[nH]c(-c3ccc(F)cc3)c2C1c1cccc(OC(=O)N2CCOCC2)c1 (centres undefined)	9	3	9	11	1	5	-4	10	-1.0
COc1ccccc1CNC(=O)c1ccc(CS(=O)(=O)c2ccccc2OC)o1	-5	-1	-30	16	-3	0	1	9	1.6
CC1(C)Oc2cc3oc(-c4cc(O)cc(O)c4)cc3cc2CC1O (centres undefined)	0	3	1	3	-6	3	-5	0	1.1
COc1ccc(Cn2c(-c3ccc(C)cc3)c[n+]3ccccc23)cc1	3	-2	42*	37	-6	-3	-2	10	6.6
Cc1cc2oc(=O)cc(CN3CCN(C/C=C/c4ccccc4)CC3)c2cc1O	4	/	10	21	-5	15	-4	-13	-1.6
Cc1ccc(/C=C/C(=O)N2CCN(S(=O)(=O)c3c(C)c(C)cc(C)c3C)CC2)o1	10	2	41*	26	0	30	-4	5	-0.1
Cc1c(Br)c([N+](=O)[O-])nn1CC(=O)N1CCCc2ccccc21	17	2	17	1	1	4	-5	13	-1.1
O=P(O)(CCCP(=O)(O)CCc1ccccc1)CCc1ccccc1	5	-3	6	0	8.8*	2	-4	-19	7.1
CN(C/C=C/C#CC(C)(C)C)Cc1cccc2ccccc12	26	1	-26	18	-8	-6	-4	9	1.0
COC(=O)c1[nH]c2ccc(C)cc2c1NC(=O)CN1CCCC(C)(C)C1	14	-25	-18	12	0	16	-1	-14	-0.1
CCOc1ccc(C2/C(=C(\O)c3cccc(OC)c3)C(=O)C(=O)N2c2cc(C)on2)cc1OC (centres undefined)	12	0	-5	-6	-1	-3	1	4	-3.8
O=C(COc1ccc(F)cc1)N(Cc1cccs1)C1CCS(=O)(=O)C1 (centres undefined)	14	3	-1	2	5	16	3	-14	-2.2
O=C(O)c1ccc(/C=N/NC(=S)NCc2ccccc2)cc1	20	-1	-7	-2	0	-2	-3	-4	0.2
CCCCN(CC)Cc1c(C)[nH]c2c(ccc3ccccc32)c1=O	13	-3	-7	4	1	-2	-2	-20	-1.0
CC(C)(C)NC(=O)CN(Cc1ccco1)C(=O)CCC(=O)Nc1nccs1	21	0	-6	-3	0	-4	1	6	-2.3
CC(=O)Nc1ccc(S(=O)(=O)N2C(C)CCCC2C)cc1 (centres undefined)	12	0	10	35	-1	26	-2	-13	-1.4
O=C(OCC#CCSc1nnc(-c2ccc(Br)cc2)o1)c1cccs1	7	-1	-6	2	-4	4	1	3	-0.4
CC1CCc2c(sc(NC(=O)COC(=O)C3CCCO3)c2C#N)C1 (centres undefined)	-12	1	9	14	-2	29	-2	-1	0.6
O=C(NCC1CCCO1)c1cccc(-n2cnnn2)c1 (centres undefined)	1	2	-2	9	-2	-1	-4	-4	1.8
C/C(=N\NC(=O)COc1ccc([N+](=O)[O-])cc1)C(C)(C)C	13	0	-8	7	1	14	-4	4	-1.4
Cc1ccccc1N1CCN(CC(=O)Nc2nccs2)CC1	9	0	-3	3	-1	15	-5	18	-2.6
COc1ccc(Sc2nnc(-c3ccccc3)cc2C#N)cc1	23	0	-5	10	0	8	-1	-4	0.9
Cc1ccc(OCCSc2nc3ncnc(N)c3[nH]2)cc1	11	-1	5	-6	-2	6	-1	13	0.0
COc1ccc(S(=O)(=O)Nc2ccc3c(c2)C(=O)N([C@H](C)CO)C[C@H](C)[C@@H](CN(C)S(=O)(=O)c2cccs2)O3)cc1	18	-2	-7	19	-2	9	-2	5	0.3
CCCCn1c(N)c(Br)c(=O)[nH]c1=O	6	1	2	6	0	14	-2	-5	0.9
CSc1cccc(NC(=O)c2cnn3ccccc23)c1	14	1	0	7	-2	17	-3	4	-0.7
Cc1c(CCOC(=O)c2ccc(N3CCOCC3)c([N+](=O)[O-])c2)sc[n+]1CC#N	4	2	4	-7	-2	1	-1	7	1.6
CCC(NC(=O)c1ccccc1NC(=O)c1ccco1)C(=O)NNC(=O)c1ccc(OC)cc1 (centres undefined)	6	-9	3	19	2	-4	-1	8	-0.6
O=C(CCN1C(=O)c2ccccc2C1=O)NC1=NCCS1	-10	0	8	19	-1	-8	-3	6	0.4
O=C(CCNS(=O)(=O)c1cccc2nonc12)N1CCN(c2cccc(Cl)c2)CC1	19	2	2	5	0	8	-2	5	2.8
O=C(c1ccco1)N1CCN(C(=O)c2cnn3c(C(F)(F)F)cc(-c4cccs4)nc23)CC1	-1	2	23	22	-1	20	1	16	1.6
O=C(CNc1ccccc1)c1ccc([N+](=O)[O-])cc1	3	-4	12	15	0	18	6	-7	0.4
OCC1CCCC(n2cnc3c(=S)nc[nH]c32)O1 (centres undefined)	11	1	-4	-7	0	2	-5	-14	0.3
CCOC(=O)C1CCCN(C(=O)C2CCCN(S(C)(=O)=O)C2)C1 (centres undefined)	1	5	19	14	-2	10	-5	16	-1.6
COc1ccccc1CNc1n[nH]c(NCc2ccccc2OC)n1	6	0	-4	-11	0	1	1	-6	7.0
COc1cc2c(cc1OC)CN(C(=O)c1ccc(Br)o1)CC2	-7	1	-7	-4	1	-5	2	-7	5.2
CN1C(=O)C(CC(=O)NCC2CCCCC2)SC1=Nc1ccccc1 (centres undefined)	2	4	22	26	-1	31	0	-12	-0.3
Cc1sc(-n2c(C)ccc2C)c(C#N)c1C	-8	0	-13	21	-2	-3	-4	4	-1.9
COC(=O)c1cc(OC)c(OC)cc1NC(=O)CCNC(=O)c1ccco1	8	0	-11	0	0	9	-2	8	1.3
CCn1c(CNC(=O)c2ccc(OC)c(OC)c2)nnc1SCC(=O)c1ccc(OC)cc1	18	-3	11	-2	-1	14	-1	-14	0.2
CCCC1CCC(=NNS(=O)(=O)c2ccc(C)c([N+](=O)[O-])c2)CC1 (centres undefined)	-8	-3	-8	1	-4	11	0	7	9.9
O=C(Cn1ccc([N+](=O)[O-])n1)N1CCCc2ccccc21	5	-4	-2	-5	-1	-4	0	3	-0.1
CCOC(=O)Cn1c(C)cc(COC)c(C#N)c1=O	12	-1	-5	-5	0	-1	-3	20	1.9
CN(CC(=O)Nc1ccc(F)cc1)C(=O)c1ccc2ccccc2n1	-1	-4	2	2	2	10	6	5	-0.3
O=C(COC(=O)Cn1cnc2ccccc21)Nc1ccc2c(c1)OCCO2	12	-7	-7	2	-2	3	-1	-5	-3.0
Nc1nn(-c2ccccc2)c(N)c1N=Nc1cccc(F)c1	45	11*	-2	-27	-3	18	5	-35	3.1
Cc1cc(-n2c(C)cc(C(=O)COc3ccc([N+](=O)[O-])cc3)c2C)no1	20	0	-10	-11	-2	-5	-1	7	0.1
Cc1cc(C)c(S(=O)(=O)c2ccccc2)c(Cl)n1	16	-1	-5	16	4.9*	-2	0	-17	-0.4
COc1ccccc1C(=O)NCC(=O)OCC(=O)Nc1ccc2[nH]c(=O)[nH]c2c1	-3	4	-33	-34	4	-32	-3	11	-2.8
Cc1ccccc1NC(=S)N1CCN(Cc2ccc3c(c2)OCO3)CC1	8	3	5	4	-2	12	-3	3	-1.7
Cc1ccc(S(=O)(=O)N(C)CC(=O)N2CCOCC2)cc1	2	4	-3	5	-1	-4	4	1	-0.1
Nc1nnc(CC(=O)N/N=C/c2cccc([N+](=O)[O-])c2)s1	11	-1	1	10	3	11	0	-1	6.0
Cc1cc(C)nc(NCC(O)CNc2ccccc2C)n1 (centres undefined)	3	0	-8	9	3	4	1	9	-0.7
CCN(CCn1cccn1)Cc1nc(-c2ccc(OC)cc2)no1	-2	-1	-4	14	7.2*	10	-2	-24	-0.7
CCCCn1c(N)c(N(CCC(C)C)C(=O)COC(=O)c2ccc([N+](=O)[O-])s2)c(=O)[nH]c1=O	6	1	-1	24	-6	11	7	-21	-1.6
C/C(=N\NC(=O)c1cccc(N/N=C(\C)c2ccc([N+](=O)[O-])cc2)c1)c1ccc([N+](=O)[O-])cc1	17	6	-2	-9	-5	1	-2	-4	7.9
O=C(C1CCCN(S(=O)(=O)c2cc(Cl)ccc2Cl)C1)N1CCCC1 (centres undefined)	22	8	-7	4	-2	1	-3	4	-0.5
New compounds follow
SMILES	NLRP3 yeast inh	GRIN3A LBD mod	TIM10 inh	tim10-1 inh	beta cell repl	tim23-1 inh	APJ agonist	APJ antag	MPTP block
Cc1cccc(C(=O)NCCc2ccc(S(N)(=O)=O)cc2)c1[N+](=O)[O-]	0	-1	9	1	-1	4	0	-12	0.3
Cc1cccc(NC(=O)c2sc(-c3ccccc3)nc2-c2ccc([N+](=O)[O-])cc2)c1	2	-2	24	22	-4	19	-3	7	23
CCC(C(=O)NCc1cccnc1)n1nc(C)c2sc3ccccc3c2c1=O (centres undefined)	-5	-2	5	17	3	21	-2	10	-1.3
COc1ccc(-c2ccc(CCC(=O)O)n2-c2ccccc2OC)cc1	17	0	6	20	-5	14	0	4	0.8
CCOC(=O)CSC1=Nc2ccccc2C2=NC(CC(=O)NCc3ccc(OC)cc3)C(=O)N12 (centres undefined)	8	1	4	10	-1	2	6	-15	0.1
CCOC(=O)C(NC(=O)OC(C)C)(Nc1nccs1)C(F)(F)F (centres undefined)	8	-2	-7	-19	-1	-11	-4	1	-3.4
CC(C)(C)SCCNC(=O)CN1C(=O)c2cccc3cccc1c23	13	-3	-7	-10	0	5	0	0	0.2
O=C(O)c1ccccc1-c1csc(-c2ccccc2)n1	-11	-14	6	12	-1	5	-3	8	-0.5
Cc1ccc(S(=O)(=O)Nc2ccc(N=Nc3ccc(O)cc3)cc2)cc1	42	14*	34	40*	-4	38	-5	25	56*
O=C(C1=COCCO1)N(Cc1nnc(-c2ccccc2Cl)o1)C1CC1	15	0	1	-10	2	-5	-2	2	-1.0
CC12CC(O)C3c4ccc(O)cc4CCC3C1CC/C2=N\O (centres undefined)	-6	2	7	-4	3	-7	-2	9	0.3
C=CCSc1nnc2c(n1)OC(c1cccnc1)N(C(C)=O)c1ccccc1-2 (centres undefined)	-6	0	-1	13	-1	4	-2	-4	-1.0
CC(=O)N1CCN(Cc2nc3cc(NC(=O)Nc4ccccc4)ccc3n2C)CC1	6	0	14	-2	0	18	-2	2	-0.5
O=C(CSc1ncn[nH]1)NCc1ccccc1	7	0	2	12	0	-5	-8	-11	-0.6
COc1ccc(-c2oc3ncnc(N)c3c2-c2ccccc2)cc1	14	3	11	18	0	-3	0	14	4.2
O=C(CCCN1C(=O)c2ccccc2C1=O)Nc1ccccc1	13	2	-3	-5	1	2	-7	16	1.1
COCc1ccc(CN2CCC(n3nccc3NC(=O)CCOc3ccccc3)CC2)o1	-2	0	-1	-23	2	-13	-5	0	0.7
COCCCNC(=O)c1ccc(Cn2c(=O)c3ccccc3n(Cc3ccccc3C)c2=O)cc1	1	-1	16	12	-4	11	-3	4	0.6
C/C(CCc1oc2ccc(Cl)cc2c1-c1ccc(C)o1)=N\O	7	0	37	42*	-6	26	0	3	4.3

Assay outcomes deposited in PubChem BioAssay by Sanford-Burnham Center for Chemical Genomics.
